Source: PubChem
CIT2-GFP yeast: yeast TOR pathway CIT2-GFP modulation | S. cerevisiae CIT2-GFP strain, flow cytometry, 3 h; 100 means same as DMSO wells | GFP response vs DMSO, % at 10 µM | actives 0.065% (n = 320,000) | AID 2029;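 active = GFP response relative to DMSO above a set limit, near the screen mean plus 3 SD, cut at about 150% in these data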;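 also: ratio of well median GFP fluorescence to mean of DMSO wells on the plate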
VLA-4 inh: inhibition in a human VLA-4 binding assay | P13612 | VLA-4 expressing cells, ligand binding flow cytometry | inhibition, % (about 7 µM as worked out from the volumes in the protocol) | actives 0.2% (n = 330,000) | AID 2557; in the data active = inhibition above about 50%
GRK2 inh: inhibitors of human GRK2 displacing RNA aptamer. actives 0.59% (n = 330,000). bead flow cytometry, FAM-aptamer displacement from GRK2. P25098. inhibition of aptamer binding, % at 10 µM;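 active = inhibition of aptamer binding above 40%, roughly 3 SD of noise, on plates passing a quality check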;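 also: median bead fluorescence of bound FAM aptamer so fluorescent compounds give negative values; no value below 0 was filed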
MEX-5 binding: C. elegans MEX-5 TCR-2 RNA binding activity | MEX-5/FITC-TCR2 RNA binding, fluorescence polarization; hits give low values | Q9XUB2 | activity score (negative = inhibition of binding), % at 10 µM | actives 0.38% (n = 300,000);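 active = inhibition past about -25% in most replicates, and total fluorescence under double the plate's negative control median, limit read from the data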;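 also: 0% = DMSO and -100% = 5 µM competing unlabeled TCR2 RNA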
AGP1 TOR yeast: modulators of TOR pathway AGP1-GFP in S. cerevisiae. AID 2066. GFP response vs DMSO, % at 10 µM. actives 0.02% (n = 320,000). S. cerevisiae AGP1-GFP multiplex flow cytometry, 3 h; GFP as percent of DMSO wells;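 active = GFP response relative to DMSO above a set limit, near screen average plus 3 SD, cut at about 150% in these data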;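 also: median GFP channel fluorescence of the gated AGP1 strain per well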
BCLXL inh: blocks human Bcl-xL binding to Bim BH3 peptide; Q07817; GST-Bcl-xL / FITC-Bim BH3 peptide fluorescence polarization; inhibition, % at 10.9 µM; actives 0.7% (n = 320,000);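 active = inhibition above the mean of all tested compounds plus 3 SD, cutoff set per campaign, cut at about 30% in these data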;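 also: 0% = DMSO wells and 100% = unlabeled Bim-BH3 peptide competitor; inhibitors lower millipolarization by displacing the labeled peptide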
Target sequence (Q07817 whole entry, looked up): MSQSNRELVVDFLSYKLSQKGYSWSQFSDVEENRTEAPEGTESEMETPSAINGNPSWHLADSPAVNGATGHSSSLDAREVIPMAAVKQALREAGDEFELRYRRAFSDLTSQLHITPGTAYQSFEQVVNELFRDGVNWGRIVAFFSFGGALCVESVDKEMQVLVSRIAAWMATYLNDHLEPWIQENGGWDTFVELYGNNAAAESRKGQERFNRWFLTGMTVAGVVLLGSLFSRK
Fam108B inh: blocks mouse Fam108B hydrolase in RBBP9 counter-screen; AID 1947; actives 0.33% (n = 300,000); recombinant Fam108B, FP-Rh probe fluorescence polarization; inhibition, % at 9.51 µM;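 active = inhibition above the screen mean inhibition plus 3 SD, computed separately per campaign, cut at about 18% in these data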;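 also: inhibitors lower polarization as less probe binds the enzyme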
GLD-1 TGE inh: GLD-1-TGE RNA interaction inhibition (C. elegans) | purified GLD-1 + fluorescein TGE RNA, fluorescence polarization | inhibition, % at 5.96 µM | actives 0.44% (n = 320,000) | AID 2280;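 active = percent inhibition above a per-plate cutoff, the plate mean of test compounds plus 3 SD, cut at about 30% in these data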;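 also: 0% = DMSO wells with GLD-1 and probe and 100% = wells lacking GLD-1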
Target sequence (Q17339 whole entry, looked up): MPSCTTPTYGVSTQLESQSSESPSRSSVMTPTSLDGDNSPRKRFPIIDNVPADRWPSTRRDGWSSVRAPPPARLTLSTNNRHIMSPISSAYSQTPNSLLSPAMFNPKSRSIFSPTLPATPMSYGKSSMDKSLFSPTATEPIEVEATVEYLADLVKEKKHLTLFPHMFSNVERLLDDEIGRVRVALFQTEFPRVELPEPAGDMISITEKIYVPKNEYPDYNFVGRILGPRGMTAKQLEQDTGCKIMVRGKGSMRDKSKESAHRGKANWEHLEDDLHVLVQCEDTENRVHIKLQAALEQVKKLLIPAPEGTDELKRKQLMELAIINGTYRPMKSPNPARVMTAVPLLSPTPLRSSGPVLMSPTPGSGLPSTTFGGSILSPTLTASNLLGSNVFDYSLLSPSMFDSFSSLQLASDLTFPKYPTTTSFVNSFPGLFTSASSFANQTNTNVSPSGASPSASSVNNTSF
MCL1 BIM primary: MCL1-BIM-BH3 interaction inhibition (human); inhibition, % at 10.9 µM; Q07820; AID 2057; GST-MCL1 / FITC-Bim-BH3 fluorescence polarization; actives 0.68% (n = 320,000);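 active = inhibition above the mean inhibition of all tested compounds plus 3 SD, set per campaign, cut at about 40% in these data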;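 also: 0% = DMSO wells and 100% = unlabeled Bim-BH3 peptide control; higher means more loss of mP so more displacement of Bim peptide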
Target sequence (Q07820 whole entry, looked up): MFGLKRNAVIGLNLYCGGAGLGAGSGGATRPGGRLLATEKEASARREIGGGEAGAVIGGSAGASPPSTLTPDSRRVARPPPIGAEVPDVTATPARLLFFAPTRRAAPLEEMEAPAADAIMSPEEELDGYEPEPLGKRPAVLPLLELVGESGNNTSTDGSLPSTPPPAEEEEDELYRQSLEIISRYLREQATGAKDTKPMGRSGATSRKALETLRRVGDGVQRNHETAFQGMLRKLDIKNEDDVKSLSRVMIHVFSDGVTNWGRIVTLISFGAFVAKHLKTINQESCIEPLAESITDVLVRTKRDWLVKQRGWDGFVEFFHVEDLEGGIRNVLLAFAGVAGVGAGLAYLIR
* = called active by the depositor; x = no result given.

SMILES	CIT2-GFP yeast	VLA-4 inh	GRK2 inh	MEX-5 binding	AGP1 TOR yeast	BCLXL inh	Fam108B inh	GLD-1 TGE inh	MCL1 BIM primary
COCCCNC(=O)CCN1C(=O)COc2ccccc21	99	25	2	-1.0	98	1	-1	3	4
Cc1cc(C[n+]2cc(Br)ccc2N)c2ncccc2c1	95	1	0	-0.7	100	7	0	0	9
CCc1nc2ccccc2c(=O)n1/N=C/c1ccc(OC)cc1	100	-1	2	-3.8	99	2	-1	5	-5
CCSc1nc(N)c2c(C)c(C)sc2n1	85	5	0	4.8	89	1	-4	2	1
Cc1csc(SCC(=O)NC(=O)NC2CCCC2)n1	95	1	2	-1.0	112	3	1	-6	6
CC1=C(C(=O)NCCc2ccc(C)cc2)C2(CCC(C)CC2)OC1=O (centres undefined)	112	-16	1	-0.9	110	2	1	4	6
COc1ccc(CN(C(=O)CSc2nnc(-c3ccccc3F)o2)c2ccc(F)cc2)cc1	104	22	2	-2.3	106	6	-4	0	1
Cc1ccc(-c2nnc(CCC(=O)NCC3C4CC5CC(C4)CC3C5)o2)s1 (centres undefined)	98	-2	0	1.1	101	7	0	0	2
COc1ccc(N2CCN(CC(=O)Nc3ccc(C)c(C)c3)CC2)cc1	94	11	2	-2.0	98	3	4	-6	-2
COc1ccc(/C(O)=C2/C(=O)C(=O)N(CCN3CCNCC3)C2c2cccc([N+](=O)[O-])c2)cc1 (centres undefined)	105	-1	5	1.8	98	2	-4	4	1
CC1(C)CC(=O)C2=C(C1)Oc1ncn(CCO)c(=N)c1C2c1ccccc1 (centres undefined)	90	-7	2	-2.5	95	3	-3	3	2
CC12CCC(c3c(C(=O)O)nn(-c4ccc(F)cc4)c31)C2(C)C (centres undefined)	102	6	3	1.4	100	11	-4	-5	-2
Nc1c(C(=O)Nc2ccccc2Cl)nnn1-c1ccc2c(c1)OCCO2	101	0	0	-2.0	101	1	-6	5	2
CC(C)(C)c1ccc(C(=O)NCCN2CCOCC2)cc1	103	8	3	x	111	6	2	12	7
CSc1ccc(Cl)c(C(=O)OCC(=O)N(C)CCC#N)c1	96	0	0	-1.8	96	4	-1	1	2
COCCSc1nnc(NS(=O)(=O)c2ccccc2)s1	102	7	2	-2.6	100	21	-4	13	22
Cc1cccc(-n2nnnc2SCC(=O)NCC2(N3CCOCC3)CCCCC2)c1C	99	6	1	x	102	-3	x	-5	-8
COc1cc(/C=C/C(=O)OCC(=O)N2c3ccccc3CC2C)cc(OC)c1OC (centres undefined)	79	17	5	x	90	3	x	3	-4
Nc1ccc2c(c1)Cc1cc([N+](=O)[O-])ccc1-2	96	-4	0	-2.2	91	-26	8	-9	-55
Cc1ccc(NC(=O)C2CCN(C(=O)c3ccco3)CC2)cc1C	105	0	1	-1.8	91	1	0	-4	0
CC1(C)Cc2c(cnn2-c2cccc(F)c2)C(NC(=O)c2ccc[n+]([O-])c2)C1 (centres undefined)	98	15	1	0.1	92	x	x	x	x
COc1cccc(NC(=O)COc2coc(CN3CCc4ccccc4C3)cc2=O)c1	103	1	0	-0.5	105	5	-3	3	-5
Cc1cccc2nc(CSc3ccccc3N)cn12	98	19	0	7.5	105	4	1	12	-6
CCOC(=O)C(CC)/C(C)=N\NC(=O)c1ccccc1O (centres undefined)	101	7	2	-0.4	103	3	5	2	20
COc1ccc(-c2nc(CN(Cc3cnn(C)c3)C(C)C)c(C)o2)c(OC)c1	98	3	0	-5.1	99	1	-3	1	-2

The results go on:
SMILES	CIT2-GFP yeast	VLA-4 inh	GRK2 inh	MEX-5 binding	AGP1 TOR yeast	BCLXL inh	Fam108B inh	GLD-1 TGE inh	MCL1 BIM primary
Cc1nc2nc(COc3ccccc3)[nH]n2c(=O)c1Cc1ccccc1	99	2	1	-0.2	102	-4	0	3	-6
O=C(c1ccc(-n2cncn2)c([N+](=O)[O-])c1)N1CCN(S(=O)(=O)c2ccc(Br)cc2)CC1	98	8	0	0.8	105	2	2	5	5
CCOc1cc(/C=N/N=C2/NC(=O)C(CC(=O)O)S2)ccc1OCc1ccc(Cl)cc1 (centres undefined)	104	-15	2	0.9	101	6	2	0	6
NC(=O)c1ccc(NC(=O)CSc2nnc(-c3ccc4c(c3)OCO4)o2)cc1	96	0	1	x	102	2	x	-4	3
CCN(C(=O)CSc1nc2ccccc2[nH]1)C1CCS(=O)(=O)C1 (centres undefined)	92	9	0	x	96	x	x	16	x
CCSc1nnc(NC(=O)CSc2nnc(CNC(=O)c3ccc(OC)c(OC)c3)o2)s1	101	1	2	-5.9	91	2	-5	1	-6
O=C(C1CCN(C2CCN(Cc3ccc4cc(F)ccc4n3)CC2)CC1)N1CCCC1	97	-4	0	-1.0	101	2	-6	6	0
O=C(C1CCN(S(=O)(=O)c2cccs2)CC1)N1CCN(c2ccccc2O)CC1	114	-12	0	x	106	2	x	1	-1
CCCC(C)C(=O)OCC(=O)Nc1ccc(Br)cc1 (centres undefined)	97	8	3	-0.6	109	-15	-4	6	-20
Cc1ccccc1-n1c(C)c(C#N)c(=O)c(-[n+]2ccccc2)c1[S-]	94	-8	0	-3.8	90	0	-3	2	6
Cc1nc2ncnn2c(Nc2ccc3c(c2)OCO3)c1Cc1ccccc1	105	16	1	0.8	104	2	3	9	4
Cc1nc2ccccc2c2oc(C(=O)NCCN3CCCCC3C)cc12 (centres undefined)	97	13	0	-13	97	23	1	-27	22
COC(=O)c1cccc(Nc2ncnc3ccc(C)cc23)c1	100	15	0	-2.8	104	0	0	11	3
Cc1cc(OC(C)C(=O)NCc2cccnc2)c2c(C)c(Cc3ccccc3)c(=O)oc2c1 (centres undefined)	91	15	0	2.6	90	1	-3	9	-6
CCOC(=O)c1c(N)c(C#N)cn1-c1ccccc1	88	-5	7	0.7	100	0	-2	4	-1
Cc1ccc2ccc(S(=O)(=O)NCc3ccccn3)cc2c1	102	12	0	0.7	105	-1	0	4	-3
COCCn1c(-c2ccc(Br)cc2)nc2oc3cc(OC)ccc3c(=O)c2c1=O	x	0	0	3.1	x	1	-3	-1	6
Cn1cc(S(=O)(=O)NC2CCCC2)c(=O)n(C)c1=O	100	-19	2	1.8	100	1	1	6	-6
COC(=O)CC1SC(=O)NC1=Nc1cccc(C)c1 (centres undefined)	94	-1	0	1.5	96	5	7	0	7
CCOc1ccc(N2CC(C(=O)N3CCN(C(=O)c4ccco4)CC3)CC2=O)cc1 (centres undefined)	93	14	1	2.4	99	0	0	2	4
O=C(O)C(Cc1ccc(O)cc1)N1C(=O)c2ccccc2C1=O (centres undefined)	104	20	0	-1.4	102	-1	0	-11	-6
CCOc1ccc(NC(=O)c2nc(SCC)ncc2Cl)cc1	104	-12	1	4.2	95	3	-5	7	-6
CCOc1cc2[nH]c(=S)n(CCCN3CCCC3=O)c(=O)c2cc1OCC	95	5	0	0.7	93	1	-1	-1	-3
COc1ccc(Br)cc1/C=C/C(=O)Nc1c(C)cccc1C	100	x	0	1.8	106	3	-1	9	1
O=C(O)CC(c1cccc([N+](=O)[O-])c1)N1Cc2ccccc2C1=O (centres undefined)	108	0	0	-3.9	109	1	3	4	-3

Five consecutive compounds already listed, for reference:
SMILES	CIT2-GFP yeast	VLA-4 inh	GRK2 inh	MEX-5 binding	AGP1 TOR yeast	BCLXL inh	Fam108B inh	GLD-1 TGE inh	MCL1 BIM primary
O=C(O)C(Cc1ccc(O)cc1)N1C(=O)c2ccccc2C1=O (centres undefined)	104	20	0	-1.4	102	-1	0	-11	-6
CCOc1ccc(NC(=O)c2nc(SCC)ncc2Cl)cc1	104	-12	1	4.2	95	3	-5	7	-6
CCOc1cc2[nH]c(=S)n(CCCN3CCCC3=O)c(=O)c2cc1OCC	95	5	0	0.7	93	1	-1	-1	-3
COc1ccc(Br)cc1/C=C/C(=O)Nc1c(C)cccc1C	100	x	0	1.8	106	3	-1	9	1
O=C(O)CC(c1cccc([N+](=O)[O-])c1)N1Cc2ccccc2C1=O (centres undefined)	108	0	0	-3.9	109	1	3	4	-3

Remaining list, next part.
SMILES	CIT2-GFP yeast	VLA-4 inh	GRK2 inh	MEX-5 binding	AGP1 TOR yeast	BCLXL inh	Fam108B inh	GLD-1 TGE inh	MCL1 BIM primary
CCOc1ccccc1NC(=O)NCCC1=CCCCC1	102	5	0	0.0	109	-6	3	-4	2
COc1ccc2oc(=O)c(/C(C)=N/Nc3ccccc3)cc2c1	97	-10	0	1.1	91	15	2	-2	4
CC1CCCCC1NC(=O)CCCCCn1c(=S)[nH]c2ccccc2c1=O (centres undefined)	99	8	0	2.5	101	3	-7	9	0
COc1cc(/C=C/C(=O)O)cc(S(=O)(=O)Nc2ccccc2C(=O)NCCc2ccccc2)c1OC	100	3	0	0.2	94	3	4	6	2
CC(C)(C)n1nnnc1C(c1ccc(C(F)(F)F)cc1)N(Cc1ccc(F)cc1)Cc1ccco1 (centres undefined)	115	-5	2	0.2	x	-1	-3	4	-2
COC(=O)CN1C(=O)CC(C)(C)Sc2ccccc21	99	6	4	-0.3	101	6	-1	0	2
COc1ccc(Nc2cc3n(c(=O)n2)CCc2cc(OC)c(OC)cc2-3)cc1	91	-2	3	0.1	84	4	-1	0	-10
O=C1c2cccc3cccc(c23)C(=O)C1(O)O	96	-5	13	-59*	105	11	2	6	3
O=C(O)CC(c1ccccc1)N1C(=O)c2ccccc2C1=O (centres undefined)	91	5	1	-2.7	104	0	-2	5	-2
Nc1ccc(-c2cnc(-c3ccc(N)cc3)nc2)cc1	95	10	0	-0.9	103	-1	-6	5	-5
COc1ccc(Cc2n[nH]c(=S)n2-c2ccc3c(c2)OCCO3)cc1	104	-15	4	-0.8	100	-13	0	7	-7
O=C(CN1C(=O)NC2(CCOc3ccccc32)C1=O)c1ccc[nH]1 (centres undefined)	97	-14	5	-2.2	106	5	8	0	5
Cc1ccc(NC(=O)C(=O)NCCc2c[nH]c3ccccc23)cc1C	106	0	0	-2.1	97	6	-1	-1	-4
O=[N+]([O-])c1ccc(Oc2ccc(C(F)(F)F)cn2)cc1	101	33	5	2.7	99	6	5	4	16
COc1ccc(OCc2nnc(SCC(N)=O)n2N)cc1	94	2	1	-0.5	94	6	4	8	4
COc1cc(NC(=S)N2CCN(c3ccccn3)CC2)c(OC)cc1Cl	98	12	4	3.7	94	9	2	2	20
COC(=O)c1cc2c(ccn2-c2ccc(F)cc2)n1Cc1ccc(OC)cc1	101	4	0	-0.3	101	-4	-2	4	-6
Cc1ccc2ncnc(NCCC(=O)O)c2c1	107	-3	0	2.4	103	4	-1	-5	2
O=S(=O)(Oc1ccccc1/C=N/n1cnnc1)c1ccccc1	92	3	2	-1.4	97	1	0	-4	-3
C/C(=C\C(=O)OCC(=O)NCc1ccccc1)C(=O)OCC(=O)NCc1ccccc1	104	22	80*	3.4	102	-1	4	1	1
O=C(COC(=O)c1ccc(O)cc1)Nc1ccc(OC(F)F)cc1	101	40	0	-1.6	96	1	-5	6	3
Cc1ccc(-c2nc(NC(=O)CSc3nnnn3-c3ccccc3)ns2)cc1	101	13	0	1.3	102	3	-9	-6	-4
CC(C(=O)NCCc1ccc(F)cc1)N1CCN(Cc2ccccc2)CC1 (centres undefined)	119	9	1	0.3	107	-3	-1	3	-8
COc1ccc(N(CC(=O)NCCSc2ccccc2)S(=O)(=O)c2ccccc2)cc1OC	x	-3	1	-1.3	109	-4	-2	1	5
Cc1ccc2c(c1)C(c1ccc(F)cc1)N(C(=O)c1cc3ccccc3oc1=O)CC(=O)N2 (centres undefined)	93	33	1	3.0	97	-1	-3	5	-7
CSc1ccc(/C=C/C(=O)NC(=O)c2ccccc2O)cc1	91	-14	1	0.9	105	6	3	4	4
Cc1nc2oc3c(NCc4ccccc4)ncnc3c2c2c1COC(C)(C)C2	103	-46	0	-0.1	97	2	0	4	6
